# Screening data from PubChem.
# USP2a block: qHTS Assay for Inhibitors of Ubiquitin-specific Protease USP2a Using CHOP2 as the Reporter; Potency, µM (doses to about 38.3 µM), without a hit: top-dose activity change, negative = inhibition, most hits filed as inhibitors; hit rate 0.01% among 330,000; USP2 core, Ub-CHOP2 coupled fluorogenic reporter, 485/531; Ubiquitin carboxyl-terminal hydrolase 2 (Homo sapiens), O75604; AID 463254, 2010;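 further: potency means the concentration at half of the fitted maximal effect; plate controls were DMSO wells for no effect and full inhibition by NEM control for full effect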
# Target sequence (O75604 whole entry, looked up): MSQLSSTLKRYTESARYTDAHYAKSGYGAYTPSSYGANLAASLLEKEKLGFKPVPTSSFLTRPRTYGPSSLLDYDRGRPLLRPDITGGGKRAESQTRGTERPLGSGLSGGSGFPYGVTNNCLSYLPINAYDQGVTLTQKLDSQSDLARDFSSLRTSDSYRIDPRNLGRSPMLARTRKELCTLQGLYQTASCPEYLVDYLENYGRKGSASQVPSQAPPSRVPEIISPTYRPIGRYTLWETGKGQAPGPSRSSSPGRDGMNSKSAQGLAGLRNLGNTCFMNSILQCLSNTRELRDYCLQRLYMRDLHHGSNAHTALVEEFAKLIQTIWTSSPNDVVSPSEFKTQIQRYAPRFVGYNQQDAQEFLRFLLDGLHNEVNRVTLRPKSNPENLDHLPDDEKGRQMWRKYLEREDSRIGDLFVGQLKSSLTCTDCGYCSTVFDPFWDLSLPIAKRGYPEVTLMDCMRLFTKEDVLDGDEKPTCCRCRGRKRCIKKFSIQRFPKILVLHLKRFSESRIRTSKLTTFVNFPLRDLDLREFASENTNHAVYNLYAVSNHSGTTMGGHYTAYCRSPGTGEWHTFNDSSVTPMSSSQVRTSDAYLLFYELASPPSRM
#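 USP2 core (10nM final) preincubated 30min RT with compound in 20mM Tris-HCl pH 8.0, 2mM CaCl2, 2mM beta-mercaptoethanol, 0.05% CHAPS; 25nM Ub-CHOP2 plus 25nM reporter substrate added, fluorescence (Ex485/Em531) read after 60min.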
# TRPV1 ag: HTS Assay for Compounds that Act as Agonists of the Vanilloid Receptor 1; Transient receptor potential cation channel subfamily V member 1 (Homo sapiens), Q8NER1; TRPV1-expressing cells, Fluo-8 calcium influx, agonist mode; activation, % at 8.33 µM; hit rate 0.19% among 320,000; in the data active means activation above about 80%; inconclusive means between about 30% and that limit; further: 0% is about no effect
#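 TRPV1-expressing cells were cultured overnight at 35.5C and loaded with Fluo-8 calcium dye for 40 to 90 min at room temperature. After a 10 s baseline, compound was added and calcium influx was read kinetically for 3 min (ex 480/em 520 nm).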
# KCNH2 3.1 block: qHTS for Inhibitors of KCHN2 3.1: Mutant qHTS; Potassium voltage-gated channel subfamily H member 2, brain isoform KCNH2 3.1 (human); U2OS KCNH2 3.1, thallium flux FluxOr; active compounds read low; activity change, % (tested at about 1.8 µM); hit rate 0.95% among 340,000; AID 720553, 2013;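 active means maximum activity change below -70%; inconclusive means maximum activity change from -70% to -50%; inactive means maximum activity change above -50%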;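 further: thallium influx rate constant from kinetic fluorescence after stimulation buffer; on the % scale 0 is the no-effect control and ±100 the full control effect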
#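 Steps: virus added to U2OS suspension (4 h, RT, dark); medium with 10% FBS added, cells plated, 37 C overnight; FluxOr/Red40 loading buffer 45 min RT; stimulation buffer, 2 min kinetic read; rate constant normalized.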
# Mito fusion act: qHTS Assay for Small Molecule Inhibitors of Mitochondrial Division or Activators of Mitochondrial Fusion. S. cerevisiae fusion-defective mutant growth rescue, CellTiterGlo 48 h. Potency, µM (series often up to 46.1 µM), for the others: at the top dose growth rescue (activation), actives largely listed as activators. hit rate 0.23% among 320,000. AID 485298, 2010;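 further: potency means the concentration at half of the fitted maximal effect; % of control where 0% means no effect; nearly all actives have a fitted effect of over 45% in size; temperature-sensitive fusion mutants such as fzo1-1 at 37 °C on non-fermentable ethanol glycerol medium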
#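 Compounds are tested for their ability to restore growth of mitochondrial fusion-defective yeast strains at non-permissive 37C in YPEG medium over 48 hours. Viability is quantified by luciferase luminescence.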
# TSHR antag: Antagonists of the Thyroid Stimulating Hormone Receptor: HTS campaign; Thyrotropin receptor (Homo sapiens), P16473; TSHR-expressing cells, TSH-stimulated cAMP HTRF, 2 h; active compounds read low; activity change, negative = inhibition, % at 11.5 µM; hit rate 0.2% among 330,000;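 active means activity change below a set negative limit, meaning inhibition stronger than a set level, cut at about -70% in these data; inconclusive means activity change between two set negative limits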; further: on the % scale 0 is the no-effect control and ±100 the full control effect
#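 Read-out is FRET at 665 nm (cryptate excitation 337 nm) from a cryptate-tagged anti-cAMP antibody, competed by cell cAMP against cAMP-d2. Compounds are tested on freshly harvested TSHR cells challenged with 4nM TSH (EC80) for 2 hours at 37 deg C.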
# hERG WT inh: qHTS for Inhibitors of KCHN2 3.1: Wildtype qHTS; Voltage-gated inwardly rectifying potassium channel KCNH2 (Homo sapiens), Q12809; U2OS, BacMam KCNH2, thallium flux FluxOr; active compounds read low; activity change, % at 1.84 µM; hit rate 0.37% among 340,000; AID 720551, 2013;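 active means maximum activity change below -70%; inconclusive means maximum activity change between -70% and -50%; inactive means maximum activity change above -50%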; further: on the % scale 0 is the no-effect control and ±100 the full control effect
#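 U2OS cells were transduced with wild-type KCNH2 virus (2.03 x 10^8 / mL) for 4 h at room temperature, then cultured overnight at 37 C. Thallium flux was read with FluxOr dye. Rate constants were normalized to DMSO controls.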
# ELG1 repair inh: qHTS screen for small molecules that inhibit ELG1-dependent DNA repair in human embryonic kidney (HEK293T) cells expressing luciferase-tagged ELG1. HEK293T ELG1-luciferase reporter, luminescence, 16 h; DNA damage induced by 5-fluorouridine. Potency, µM (highest dose often 46.1 µM), without a hit: at the top dose activity change, negative = inhibition, actives largely listed as inhibitors. hit rate 2.3% among 330,000; further: potency means the concentration at half of the fitted maximal effect; on the % scale 0 is the no-effect control and ±100 the full control effect; nearly all actives have a fitted effect of over 55% in size
#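 DMSO vehicle served as the neutral condition. Each well held 2,000 cells given 5-fluorouridine plus compound; after 16 hr at 37 °C/5% CO2, ONE-Glo was added and luciferase measured 30 min later.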
# TCR act: Activators of T cell receptors: qHTS campaign | primary human leukocytes, anti-CD3, IL-2 HTRF, 48 h | Potency, µM (top dose mostly 9.22 µM), without a hit: at the top dose activation of IL-2 secretion, most hits filed as activators | 330,000 tested, under 10 active; further: % of control where 0% means no effect
#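 48 hr co-incubation of compounds, a-CD3 beads and primary human leukocytes; IL-2 quantified homogeneously by HTRF with anti-IL-2 K and d2 conjugates.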
# Eya2 phos inh: qHTS Assay for Inhibitors of the Phosphatase Activity of Eya2; Protein phosphatase EYA2 (Homo sapiens), O00167; Potency, µM (highest dose often 76.9 µM), inactives show at the top dose activity, negative = inhibition, most hits filed as inhibitors; recombinant Eya2, OMFP fluorescence dephosphorylation (OMFP is methylfluorescein phosphate); hit rate 0.006% among 330,000; further: potency means the concentration at half of the fitted maximal effect; on the % scale 0 is the no-effect control and ±100 the full control effect
#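 Eya2 protein (added as 0.2 uM solution) was preincubated with compound for 10 min at ambient temperature in 50 mM HEPES pH 7.5, 50 mM NaCl, 5 uM MgCl2, 0.05% BSA, 1 mM DTT. OMFP (added at 50 uM) then reacted 10 min; fluorescence read at 485/525 nm.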
# AT treatment: qHTS Assay for Identifying a Potential Treatment of Ataxia-Telangiectasia; […] A-T fibroblasts, KAP-1 phosphorylation AlphaLISA; neocarzinostatin DNA damage 30 min before lysis; Potency, µM (highest dose often 57.5 µM), for inactives: top-dose activation, most hits filed as activators; hit rate 0.19% among 320,000; AID 485349, 2010; further: potency means the concentration at half of the fitted maximal effect; % of control where 0% means no effect; nearly all actives have a fitted effect of over 45% in size
#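 ATM-like activity read as KAP-1 phosphorylation via AlphaLISA donor/acceptor antibody pairs after lysis and 6 hr at 25C. Cells were ATM-null patient fibroblasts ([…], hTERT), dosed 60 min, then exposed to the DSB inducer NCS for 30 min.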
# * hit, by the source's call; ? = inconclusive; / = not tested or not shown; [ ] = remark or other dose. Unless noted, the call rests on the fitted dose curve; in most records, active means well fitted curve in the direction sought with a large enough effect; inconclusive means small, poorly fitted or top-dose-only effect, or another doubt; inactive means no such curve, though single readings can be large; an effect the other way counts as inactive or inconclusive. Some of the compounds tested (hit frequency here may not be typical).
SMILES,USP2a block,TRPV1 ag,KCNH2 3.1 block,Mito fusion act,TSHR antag,hERG WT inh,ELG1 repair inh,TCR act,Eya2 phos inh,AT treatment
Cc1cc(C)nc(NC(=O)NS(=O)(=O)Nc2ccc(Br)cn2)n1,1%,2,2,-4%,28,23,-4%,-1%,6%,0%
CCC(=O)Nc1ccc(C(=O)n2ccc(C)n2)cc1,2%,11,-1,0%,-2,2,9%,-3%,5%,3%
CCOC(=O)CNC(=O)N1CCC(CCOc2ccccc2)(C(=O)OCC)CC1,0%,1,-4,-7%,3,-10,-22%,/,1%,-8%
COc1ccc(CNC(=O)COC(=O)c2c(C)nn(-c3ccccc3)c2C)cc1OC,-2%,?,-10,8%,-15,-39,?,3%,13%,-2%
CC(C)(C)C(=O)Nc1nnc(CC(=O)NCc2ccccc2)s1,0%,1,5,-2%,0,6,-6%,-5%,0%,0%
COc1ccc(CC(=O)Nc2cc(S(=O)(=O)N3CCCC3)ccc2Cl)c(OC)c1,0%,5,-14,20%,3,-2,-19%,-1%,1%,7%
CCn1c(Cc2ccccc2)nnc1SCC(=O)c1cccc([N+](=O)[O-])c1,2%,2,-23,-2%,3,-2,-5%,/,-3%,-9%
O=C(CN1C(=O)C2CC=CCC2C1=O)Nc1ccc(-c2nnc3n2CCCCC3)cc1 (stereo not drawn),-1%,1,5,3%,14,3,1%,3%,-5%,-11%
O=C(c1ccc(Cl)c(S(=O)(=O)N2CCOCC2)c1)N1CCN(c2ccccc2F)CC1,1%,3,16,0%,5,4,?,0%,-4%,16%
COc1cc(C(=O)NCCCNc2ccc([N+](=O)[O-])cc2)cc(OC)c1OC,0%,-1,1,-4%,4,-3,?,4%[46.1 µM],-1%,-3%
CC(=O)C1=C(O)C(=O)N(Cc2cccnc2)C1c1ccc(Cl)cc1 (stereo not drawn),-1%,-1,-19,-4%,3,-12,14%,-4%[46.1 µM],-2%,13%
O=C(N/N=C/c1ccccc1[N+](=O)[O-])c1ccc2nc[nH]c2c1,0%,/,-1,-5%,-4,-2,?,-2%,-22%,-7%
COC(=O)c1ccc(COC(=O)C2CC(O)CN2S(=O)(=O)c2ccc([N+](=O)[O-])cc2)cc1 (stereo not drawn),3%,-1,6,-1%,1,0,-1%,3%,18%,-6%
COCCN(C(=O)Cc1cccs1)c1nnc(-c2ccncc2)s1,0%,12,-9,3%,16,2,-4%,-1%,7%,-4%
CCCN1CCC(=O)N([C@H](CSc2ccc(OC)cc2)c2ccccc2)CC1,7%,11,-93*,-16%,-11,-39,?,-3%,-13%,-26%
Cc1ccc(NC(=O)C2(N3CCC3=O)CCCCC2)cc1,1%,0,4,-1%,-14,-15,16%,2%,2%,1%
CC(=O)N1c2ccc(S(=O)(=O)NCC3CCC(C(=O)NCc4ccccc4)CC3)cc2CC1C (stereo not drawn),0%,1,6,1%,24,8,9%,-2%,-5%,0%
CC(Sc1ccccc1)C(=O)N1CCN(S(=O)(=O)c2ccccc2F)CC1 (stereo not drawn),-3%,?,-9,1%,2,-10,-10%,6%,3%,18%
CN1CCN(C(c2ccc(Cl)cc2)c2cc(Cl)c3cccnc3c2O)CC1 (stereo not drawn),-12%,4,1,?,2,-6,21%,4%,-1%,7%
CCC(=O)c1ccc(N2CCN(C(=O)c3cc([N+](=O)[O-])ccc3N3CCN(C)CC3)CC2)c(F)c1,0%,1,-8,-5%,14,3,17%,-1%,3%,-16%
O=C(CSCc1ccc(Br)cc1)NCCc1ccccc1,1%,?,-1,2%,-10,5,6%,12%,-3%,8%
Cc1c(NC(=O)C(C)OC(=O)CCc2ccccc2)c(=O)n(-c2ccccc2)n1C (stereo not drawn),-2%,1,-9,-1%,0,-3,13%,1%,-14%,5%
CCN(CC(=O)Nc1ccc(N2CCOCC2)cc1)C(=O)c1ccc(C#N)cc1,0%,8,8,-7%,7,9,7%,-2%,-5%,-6%
CCOc1ccc(-n2cnc3scc(-c4ccc(OC)c(OC)c4)c3c2=O)cc1,0%,2,3,9%,-9,-5,?,8%,-3%,-2%
COc1ccc(C(=O)Cn2c3ccccc3n3nc(CCC(=O)O)c(=O)nc23)cc1OC,1%,-2,4,0%,8,1,3%,/,29%,/
# (listing goes on)
SMILES,USP2a block,TRPV1 ag,KCNH2 3.1 block,Mito fusion act,TSHR antag,hERG WT inh,ELG1 repair inh,TCR act,Eya2 phos inh,AT treatment
NC(=O)C1CCCN(C(=O)c2cccc(S(=O)(=O)N3CCCCCC3)c2)C1 (stereo not drawn),-1%,1,-3,-1%,-14,4,14%,1%,-1%,-2%
Cc1cc(C)cc(N(C(C)C(=O)N2CCCCC2)S(C)(=O)=O)c1 (stereo not drawn),-1%,1,1,2%,18,7,?,0%,-2%,3%
O=C(COC(=O)c1ccccn1)NCc1cccs1,2%,0,-15,3%,-5,-1,1%,6%,-25%,2%
Cc1ccc(C2CC(C(F)(F)F)n3nc(C(=O)NCc4c(C)nn(C)c4C)c(Cl)c3N2)cc1 (stereo not drawn),5%,-4,-17,-3%,-1,3,12µM*,-1%,-3%,10%
CC(NCC(=O)Nc1ccccc1C(=O)NC1CC1)c1ccc(S(N)(=O)=O)cc1 (stereo not drawn),3%,-2,8,-4%,-15,8,1%,15%,-6%,5%
O=C(c1cccc(C(F)(F)F)c1)C1CCCN(C(=O)CN2CCCC2=O)C1 (stereo not drawn),-3%,1,8,0%,2,-3,?,-8%,4%,-1%
C[C@H](NC(=O)C1CC(=O)N(c2ccc(F)cc2)C1)C(=O)N1CCCCC1 (stereo partly drawn),-1%,2,-8,6%,31,-13,-1%,0%,5%,11%
Cc1cc(C)c(C(=O)c2ccc(C(=O)NC(C)(C)C)cc2)c(C)c1,2%,25,6,4%,-2,-4,1%,2%,-3%,3%
CC(C)(C)NC(=O)CSc1nc2ccccc2n1-c1ccccc1,2%,?,19,11%,-13,0,-12%,0%,-13%,14%
CCOc1ccc2[nH]c(=O)c(CN(Cc3ccc(C)cc3)C(=O)N3CCCC3)cc2c1,7%,1,0,2%,4,-5,19%,/,-1%,4%
Cc1ccc(/C=N/NC(=O)CNC(=O)c2ccc(C)c([N+](=O)[O-])c2)o1,1%,4,22,4%,-8,/,10%,-1%,-4%,1%
CCOC(=O)NC1(NC(C)C)Oc2ccccc2O1,1%,-4,25,-2%,9,11,8%,4%,-3%,/
CCn1c(C(O)c2ccc(C)cc2)nc2ccccc21 (stereo not drawn),3%,-2,/,1%,15,-3,?,0%,19%,2%
Cn1nnnc1SCC(=O)NCCCc1ccccc1,1%,-2,8,4%,-2,-7,2%,5%,14%,3%
CN(C)CCNc1nc2c(c(=O)[nH]c(=O)n2C)n1CCCc1ccccc1,1%,/,5,3%,-7,-6,-3%,-5%,-1%,-4%
COc1ccccc1N1CCN(C(=O)C(Cc2ccccc2)NC(=O)C2CCCCC2)CC1 (stereo not drawn),-2%,7,8,-6%,-1,-11,0%,4%,-20%,2%
C/C(=N/NC(=O)Cc1ccccc1)c1ccc(C)s1,-8%,?,0,-3%,8,2,?,-8%[46.1 µM],-12%,2%
CCOC(=O)c1ccc(S(=O)(=O)NNC(=O)c2cccc(N(C)C)c2)cc1,5%,-1,8,-5%,-9,-2,29%,-14%,19%,-4%
COc1ccc(CCCc2nnc(SCC(=O)Nc3nc(C)cs3)n2C)cc1C,-2%,-6,7,0%,-2,-5,?,/,0%,2%
Cc1nc2cc(-c3cccc(Cl)c3)nn2c(N2CCN(C(=O)c3ccco3)CC2)c1C,-8%,9,/,0%,4,/,?,/,-4%,2%
Cc1ccc(-n2c(-c3ccc(Cl)cc3)c[n+]3c2CCC3)cc1,1%,1,-6,3%,-1,-5,2.9µM*,6%,-7%,-12%
